Assay outcomes: PubChem BioAssay, National Center for Advancing Translational Sciences (NCATS)
3T3 cytotox: kills NIH 3T3 cells | NIH 3T3 viability, CellTiter-Glo ATP luminescence, 48-72 h | Potency, µM (highest dose often 96.7 µM), for the others: at the top dose activity change, negative = cytotoxicity, usual class: inhibitors | 4.3% of 94,000 active; further: potency means the concentration at half of the fitted maximal effect; nearly all actives have a fitted effect of over 55% in size
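Cells were seeded at 400 per well, treated with pin-transferred compound, and kept 48 or 72 hr at 37 °C before CellTiter-Glo addition and luminescence imaging of cellular ATP.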
HEK293 tox: HEK 293 cell cytotoxicity | HEK 293 viability, ATP luminescence (CellTiter-Glo), 48-72 h | Potency, µM (series often up to 115 µM), for inactives: at the top dose activity change, negative = cytotoxicity, hits mostly inhibitors | 6.6% of 94,000 active | AID 1345083; further: potency means the concentration at half of the fitted maximal effect; nearly all actives have a fitted effect of over 60% in size
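250 HEK 293 cells/well; compound by pintool; incubated 48 or 72 hr at 37 degree Celsius; CellTiter-Glo added, 10 min RT, luminescence imaged.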
IP6K1 inhibitor: IP6K1 kinase inhibition. Q92551. IP6K1 kinase, ADP-Glo luminescence, 2 h; active compounds read low. activity change, % (series mostly up to about 58 µM). 0.81% of 140,000 active. AID 1645851; in the data active means activity change below about -25%
Target sequence (Q92551 whole entry, looked up): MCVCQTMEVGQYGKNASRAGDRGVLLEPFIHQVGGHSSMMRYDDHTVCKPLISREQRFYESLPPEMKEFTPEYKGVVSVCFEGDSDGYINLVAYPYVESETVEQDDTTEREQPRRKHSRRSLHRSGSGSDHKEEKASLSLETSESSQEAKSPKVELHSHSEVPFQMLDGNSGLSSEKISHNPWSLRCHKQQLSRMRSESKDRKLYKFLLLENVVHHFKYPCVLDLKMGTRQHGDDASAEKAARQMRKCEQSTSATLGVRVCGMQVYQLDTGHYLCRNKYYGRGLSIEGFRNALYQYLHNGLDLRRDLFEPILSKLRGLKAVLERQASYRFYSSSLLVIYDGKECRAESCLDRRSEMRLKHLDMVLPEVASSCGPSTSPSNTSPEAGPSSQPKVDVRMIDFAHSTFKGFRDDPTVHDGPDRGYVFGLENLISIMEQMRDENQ
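ADP-Glo luminescence measures ADP made by human IP6K1 during a 2 h RT reaction with ATP/IP6 (mix at 1.3 mM/130 uM); top library doses 57.5 and 19.1 uM final.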
GPT2 inh: GPT2 alanine aminotransferase inhibition; Q8TD30; Recombinant GPT2, coupled pyruvate oxidase/HRP Amplex Red fluorescence; Potency, µM (doses to about 57.7 µM), for inactives: top-dose activity change, negative = inhibition, actives largely listed as inhibitors; 0.25% of 100,000 active; further: potency means the concentration at half of the fitted maximal effect; nearly all actives have a fitted effect of over 60% in size; many of its hits are not listed in these tables
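Fluorescence of coupled pyruvate oxidase/HRP/Amplex Red system (50uM Amplex, 30 min, dark) reports pyruvate formed by GPT2. Enzyme reaction: 10ng/uL GPT2, 2mM L-alanine, 250uM a-KG, 30 min room temperature, pH 7.5; 50uM AOA control.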
FLuc inh: Photinus pyralis luciferase inhibition; 2.5% of 76,000 active; Potency, µM (top dose mostly 115 µM), for inactives: top-dose activity change, negative = inhibition, hits mostly inhibitors; purified P. pyralis luciferase, luminescence, biochemical; further: potency means the concentration at half of the fitted maximal effect; nearly all actives have a fitted effect of over 65% in size
Target sequence (P08659 whole entry, looked up): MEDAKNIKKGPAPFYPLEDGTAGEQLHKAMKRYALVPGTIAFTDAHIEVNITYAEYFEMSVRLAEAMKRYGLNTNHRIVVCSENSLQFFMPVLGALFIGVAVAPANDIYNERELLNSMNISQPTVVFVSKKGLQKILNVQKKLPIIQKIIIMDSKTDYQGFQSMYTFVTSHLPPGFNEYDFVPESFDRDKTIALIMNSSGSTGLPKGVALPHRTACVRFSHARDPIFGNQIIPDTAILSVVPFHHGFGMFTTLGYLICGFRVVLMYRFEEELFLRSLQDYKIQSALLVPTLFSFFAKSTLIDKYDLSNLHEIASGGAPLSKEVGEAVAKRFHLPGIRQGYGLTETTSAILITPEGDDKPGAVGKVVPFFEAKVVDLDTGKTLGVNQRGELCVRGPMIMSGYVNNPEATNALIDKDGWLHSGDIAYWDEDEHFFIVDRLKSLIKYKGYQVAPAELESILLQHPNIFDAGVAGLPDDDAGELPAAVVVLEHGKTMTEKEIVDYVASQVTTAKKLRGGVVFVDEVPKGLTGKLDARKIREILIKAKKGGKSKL
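FLuc 10nM, D-luciferin 10uM, ATP 10uM, Mg acetate 10mM, Tris acetate pH 7.5, Tween/BSA; cpd qHTS; enzyme added last; CCD luminescence.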
SNCA expr inh: SNCA gene expression inhibition; HEK-293 SNCA-luciferase knock-in, luminescence, 24 h; Potency, µM (top dose mostly 57.2 µM), inactives show top-dose activity change, negative = inhibition, hits mostly inhibitors; 0.17% of 140,000 active;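 further: potency means the concentration at half of the fitted maximal effect; plate controls were DMSO cells for no effect and cell-free wells for full effect; nearly all actives have a fitted effect of over 45% in size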
SNCA viab count: reduces viability of HEK-293 SNCA reporter cells. HEK-293-SNCA-luc viability, GF-AFC fluorescence, 24 h. Potency, µM (top dose mostly 57.1 µM), for the others: at the highest dose activity change, negative = cytotoxicity, hits mostly cytotoxic. 0.12% of 150,000 active. AID 1671193;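 further: potency means the concentration at half of the fitted maximal effect; 0% = DMSO-treated cells and -100% = medium-only wells without cells; nearly all actives have a fitted effect of over 30% in size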
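HEK-293-SNCA-luc cells (1500/well) plated 24 h, then exposed 24 h to a dilution series; GF-AFC added 30 min at 37C, fluorescence 405/540 nm; normalised to medium-only and DMSO wells, Hill fit.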
* hit, by the source's call; i = inactive; ? = inconclusive; nt = not tested or not shown; & = joins results of further samples; [ ] = dose if it differs, or a comment. Unless noted, the call rests on the fitted dose curve; in most records, active means well fitted curve in the direction sought with a large enough effect; inconclusive means small, poorly fitted or top-dose-only effect, or another doubt; inactive means no such curve, though single readings can be large; an effect the other way counts as inactive or inconclusive. Unless noted, on the % scale 0 is the no-effect control and ±100 the full control effect. Not all compounds are listed, so the mix of outcomes need not match the whole.

SMILES	HEK293 tox	SNCA viab count	3T3 cytotox	FLuc inh	IP6K1 inhibitor	GPT2 inh	SNCA expr inh
COc1ccccc1S(=O)(=O)Cc1ccc(C(=O)N2CCN(c3cc(Cl)ccc3C)CC2)o1	nt	?	nt	nt	-6.8	nt	6.9%
CCN(CC)C(=O)C1CCN(C(=O)N2CC3CC(C2)[C@H]2CCCC(=O)N2C3)CC1 (some centres undefined)	2.6%	-1.9%	i	8.7%	9.4	3.4%	-23.5%
COc1cccc(N2C(=O)CSC23C(=O)N(Cc2ccccc2F)c2ccccc23)c1 (centres undefined)	nt	4.3%	nt	nt	3.1	nt	-7.4%
CC(=O)c1ccc(NC(=O)O[C@@H]2CO[C@H]3[C@@H]2OC[C@@H]3n2nnnc2SCc2ccco2)cc1	0.6%	-3.0%	1.8%	-2.2%	-9.9	-3.2%	84.3%[activator]
COc1ccc(-n2cnc3cccnc32)cc1	-16.1%[172 µM]	3.2%[87.6 µM]	-15.1%[138 µM]	-24.9%[172 µM]	0.0	-2.4%[88.5 µM]	-25.9%[87.6 µM]
O=C(c1ccc(Cl)nc1)N1CCC(c2nn(Cc3ccccc3)c(=O)[nH]2)CC1	-24.9%&-2.8%	2.4%&6.8%	-15.4%&-9.5%	-21.2%&-2.3%	-8.3&-12.2	-7.9%	-20.8%&4.7%
O=C(Cn1cc(SCc2cccc(F)c2)c2ccccc21)N1CCOCC1	nt	-22.6%	nt	nt	-1.4	nt	99.6%[activator]
O=C(NCCCN1CCN(c2cccc(Cl)c2)CC1)c1ccc2nc(Cc3ccccc3)oc2c1	nt	-9.5%	nt	nt	-13.2	nt	?
Cc1ccccc1Nc1c(-c2cccc(Cl)c2)nc2ncccn12	nt	2.9%	nt	nt	17.7	nt	-17.6%
COc1ccc(-c2cccc(C(=O)N3CCC(NC(=O)c4cccc(Cl)c4)CC3)c2)nn1	?	nt	-28.2%	nt	-7.2	nt	nt
Cc1ccc2occ(CC(=O)N(Cc3ccc(Cl)cc3)C3CCS(=O)(=O)C3)c2c1 (centres undefined)	nt	-13.2%	nt	nt	-4.4	nt	-7.7%
O=C(CO)[C@@H](O)[C@H](O)[C@@H](O)CO	nt	8.0%[23.9 µM]	nt	nt	11.6	i	0.2%[25.6 µM]
CCn1cc(S(=O)(=O)N2CCC3(CC2)CN(C(C)=O)CC3COC)cn1 (centres undefined)	1.4%	0.9%	3.1%	2.4%	9.8	i	5.0%
COc1ccc(-c2nnc3ccc(N4C[C@@H](C)O[C@@H](C)C4)nn23)nc1	-17.6%[172 µM]	2.6%[87.6 µM]	?	10.2%[172 µM]	24.3	-9.8%[88.5 µM]	14.0%[87.6 µM]
Cn1ncc2c(C(=O)NCC(=O)c3ccccc3)cc(-c3ccc(F)cc3)nc21	?	nt	?	nt	-3.3	nt	nt
O=C1NCCOCCN(C(=O)COCc2ccccc2)[C@H]2CCC[C@@H]12	i	3.9%	i	-2.5%	14.8	i	-11.3%
COc1ccc(C(=O)NCCn2cc(SCc3ccc(C(F)(F)F)cc3)c3ccccc32)cc1OC	nt	-1.9%	nt	nt	11.8	nt	-1.6%
COc1cccc(CN(C)Cc2ccccc2C(F)(F)F)c1	-12.8%[172 µM]	-9.5%[87.6 µM]	-19.9%[138 µM]	0.0%[172 µM]	-5.3	i	0.6%[87.6 µM]
O=C(c1ccc(F)cc1)N1CCCC(C(=O)N2CCCC(c3nc4ccncc4[nH]3)C2)C1 (centres undefined)	-0.1%	4.9%	-11.3%	nt	-8.1	i	21.1%
COc1cc(OC)c(OC)cc1CN1CCc2nc(Nc3ccc4c(c3)OCCO4)ncc2C1	nt	-4.2%	nt	nt	19.1	nt	153.4%[activator]
COc1ccc(NC(=O)Cn2c(=O)n(Cc3ccccc3OC)c(=O)c3cccnc32)cc1Cl	nt	-4.2%	nt	nt	-8.4	nt	?
COc1ccccc1C(=O)N/C(=C\c1cn(S(=O)(=O)N(C)C)c2ccccc12)C(=O)NCCCn1ccnc1	nt	-11.1%	nt	nt	1.8	nt	5.9%
COc1ccc(OCc2nc(C3CN(C(=O)c4sccc4C)C3)no2)cc1	?	14.1%	?	-23.5%	0.0	-8.2%	7.7%
CCCC(=O)NCCc1csc(-c2ccc(Cl)cc2)n1	nt	11.4%	nt	nt	1.6	3.8%	nt
Cc1cc(C)cc(-n2c(C)nc3cc(C(=O)NCc4ccc(F)cc4)ccc32)c1	nt	4.3%	nt	nt	-1.6	nt	?
CCCS(=O)(=O)N1CCC(N2CC(OCCOC)C23CCCCC3)CC1 (centres undefined)	-16.6%	-25.9%	-9.3%	-7.0%	-5.2	?	18.9%
O=C(C1CCCN([S+](=O)([O-])c2cccs2)C1)N1CCCC(c2nc3ccncc3[nH]2)C1 (centres undefined)	?	-11.5%	-27.6%	nt	15.4	?	-15.0%
COc1cccc(OCC(=O)NCCS(=O)(=O)N2CCN(c3ccccc3F)CC2)c1	nt	-5.9%	nt	nt	9.1	nt	-24.1%
O=C(c1ccn[nH]1)N1CCCCC1c1nc(CCOCC2CCCC2)no1 (centres undefined)	?	2.5%	?	0.0%	38.0	i	2.1%
O=C(CNC(=O)c1ccc(F)cc1)OCc1cc(=O)n2nc(C3CC3)sc2n1	nt	3.1%	nt	nt	-13.3	nt	-12.8%
O=C(CSc1ncc(S(=O)(=O)c2ccc(Br)cc2)c(=O)[nH]1)Nc1ccc2c(c1)OCCO2	nt	-14.3%	nt	nt	-19.6	nt	48.5%[activator]
COc1ccc(C(=O)N2CCC3(CCC3OC)CC2)cn1 (centres undefined)	?	-2.4%	-3.6%	5.1%	3.5	i	10.9%
CCOCCOC1CCN(C(=O)c2ccc3[nH]ccc3c2)CC1	4.0%	9.3%[12.5 µM]	i	?	39.8	-3.9%	77.5%[activator]
COc1cccc(CNC(=O)CN2C(=O)N(c3cccc(Cl)c3)S(=O)(=O)c3ccccc32)c1OC	nt	-1.5%	nt	nt	2.4	nt	-5.0%
COc1ccc2[nH]c3c(c2c1)CCN(C)C31CCN(C(=O)c2cccs2)CC1	?	-1.0%[12.5 µM]	-7.4%	1.9%	1.9	i	14.6%
Cc1ccc(C(=O)c2cn(Cc3ccccc3)c3cc4c(cc3c2=O)OCCO4)cc1	nt	-23.4%	nt	nt	1.4	nt	?
CCCS(=O)(=O)N1CCc2nnc(C3CC3)n2CC1	-1.6%	-0.9%	i	2.1%	-4.7	i	-14.1%
O=C(N1CCN(Cc2ccccc2)CC(O)C1)C1(N2CCCC2)CCCC1 (centres undefined)	?	-5.0%	-29.3%	-4.3%	-9.2	i	-4.9%
COc1cccc(N2C(=O)[C@@H]3C[C@@H](NC(=O)c4snnc4C)CCN3C2=O)c1	2.4%[172 µM]	2.3%[87.6 µM]	-7.6%[138 µM]	-13.8%[172 µM]	8.4	i	-6.1%[87.6 µM]
CC(=O)c1ccc(N2CCN(c3nc4ccccc4c4nc(-c5cccc(C)c5)nn34)CC2)cc1	nt	1.9%	nt	nt	2.8	nt	73.8%[activator]
Cc1ccc(NC(=O)Cn2c(-c3cnccn3)nc(C)c(CCO)c2=O)cc1	-11.5%	1.3%	-13.0%	-4.1%	7.1	i	-19.7%
COC1C(=O)N(CC2CC2)C12CCN(C(=O)C1CCOCC1)CC2 (centres undefined)	-4.5%	4.2%	4.0%	7.2%	-2.4	i	9.4%
Cc1nc2c(c(-c3ccc(Cl)cc3)n1)CN([S+](=O)([O-])c1ccsc1)CC2	-28.3%	5.3%	22.4µM*	-2.8%	-8.7	-0.6%	-6.7%
Cc1ccc(Nc2c(-c3ccc(Cl)cc3)nc3sccn23)c(C)c1	nt	-10.8%	nt	nt	-0.2	nt	-25.7%
CCCS(=O)(=O)N1CCCC1c1noc(CCC(=O)N2CCN(C)CC2)n1 (centres undefined)	-8.2%	-2.1%	i	0.0%	11.4	i	9.4%
COc1ccc(NC(=O)CCc2c(C)nn(-c3ccc(N4CCCC4)nn3)c2C)cc1Cl	nt	-25.3%	nt	nt	50.7	nt	235.6%[activator]
CSc1nc(N)c2ncn([C@@H]3O[C@H](COP(=O)(O)OP(=O)(O)OP(=O)(O)O)[C@@H](O)[C@H]3O)c2n1	nt	5.5%	nt	nt	nt	1.1%	23.5%
COc1ccc(-c2noc(CC(=O)Nc3ccc(Br)cc3C)n2)cc1	nt	-4.4%	nt	nt	10.2	nt	23.5%
Cc1ccc(C)c(NC(=O)CN(Cc2ccccc2)S(=O)(=O)c2ccc3nc(C)sc3c2)c1	nt	0.0%	nt	nt	-3.7	nt	-5.8%

Random excerpt: three compounds from above
SMILES	HEK293 tox	SNCA viab count	3T3 cytotox	FLuc inh	IP6K1 inhibitor	GPT2 inh	SNCA expr inh
O=C(N1CCN(Cc2ccccc2)CC(O)C1)C1(N2CCCC2)CCCC1 (centres undefined)	?	-5.0%	-29.3%	-4.3%	-9.2	i	-4.9%
O=C(C1CCCN([S+](=O)([O-])c2cccs2)C1)N1CCCC(c2nc3ccncc3[nH]2)C1 (centres undefined)	?	-11.5%	-27.6%	nt	15.4	?	-15.0%
Cc1nc2c(c(-c3ccc(Cl)cc3)n1)CN([S+](=O)([O-])c1ccsc1)CC2	-28.3%	5.3%	22.4µM*	-2.8%	-8.7	-0.6%	-6.7%

Just HEK293 tox, GPT2 inh and SNCA viab count, for some of the entries so far:
SMILES | HEK293 tox | GPT2 inh | SNCA viab count
COc1cc(OC)c(OC)cc1CN1CCc2nc(Nc3ccc4c(c3)OCCO4)ncc2C1 | nt | nt | -4.2%
Cc1ccc(NC(=O)Cn2c(-c3cnccn3)nc(C)c(CCO)c2=O)cc1 | -11.5% | i | 1.3%
O=C(Cn1cc(SCc2cccc(F)c2)c2ccccc21)N1CCOCC1 | nt | nt | -22.6%
COc1ccc(C(=O)N2CCC3(CCC3OC)CC2)cn1 (centres undefined) | ? | i | -2.4%
COc1ccc(-c2cccc(C(=O)N3CCC(NC(=O)c4cccc(Cl)c4)CC3)c2)nn1 | ? | nt | nt
CCCS(=O)(=O)N1CCc2nnc(C3CC3)n2CC1 | -1.6% | i | -0.9%
COc1ccc(NC(=O)CCc2c(C)nn(-c3ccc(N4CCCC4)nn3)c2C)cc1Cl | nt | nt | -25.3%
